Screens (PubChem)
NPY-Y2 PAM-ag – NPY-Y2 potentiators or agonists, primary screen, cell-based | cells expressing NPY-Y2, potentiator/agonist read-out | activation, % at 3.6 µM | 0.45% of 220,000 active | AID 1359, 2008; in the data active = activation above about 27%;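 note: cells stimulated with NPY near EC25 plus isoproterenol at EC100; 0% = vehicle plus submaximal agonist and 100% = vehicle plus saturating agonist; some results beyond the cut were filed as inactive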
S1P4 antagonist – S1P4 receptor antagonists, primary screen, cell-based; S1P4-expressing cells, antagonist mode, reporter read-out; 0.26% of 220,000 active; inhibition, % at 4.98 µM; Sphingosine 1-phosphate receptor 4 (Homo sapiens), O95977; in the data active = inhibition above about 29%;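 note: 0% = wells stimulated with agonist and 100% = vehicle wells without agonist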
RBBP9 inhibitor – human RBBP9 inhibitors, primary screen, biochemical, fluorescence polarization, FP-Rh probe, HTS | recombinant RBBP9 | AID 1515, 2009 | inhibition, % at 7.94 µM | 0.2% of 220,000 active | Serine hydrolase RBBP9 (Homo sapiens), O75884;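 active = inhibition above the campaign mean of all tested compounds plus 3 SD, cut at about 14% in these data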;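 note: plate controls were DMSO wells with RBBP9 for no effect and wells lacking RBBP9 protein for full effect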
Target sequence (O75884 whole entry, looked up): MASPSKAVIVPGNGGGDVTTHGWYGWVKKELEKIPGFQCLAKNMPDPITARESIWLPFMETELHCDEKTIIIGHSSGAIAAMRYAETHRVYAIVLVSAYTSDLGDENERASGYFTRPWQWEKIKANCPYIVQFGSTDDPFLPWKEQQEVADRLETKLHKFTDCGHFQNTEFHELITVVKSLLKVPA
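Controls: DMSO-treated enzyme wells and wells lacking RBBP9 | Material: RBBP9 protein | Technique: Fluorescence polarization | Replication: Single well per compound, no replicates | Buffer or medium: Tris-NaCl-Pluronic buffer, pH 8.0 | Timing: 30 min compound preincubation, 45 min probe labeling, 25 °C | Read-out basis: Percent inhibition from mP, scaled between DMSO and no-protein wells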
Ba/F3 V617F tox – reduced viability of JAK2V617F-dependent Ba/F3 cells, primary screen, JAK2V617F inhibitor project, cell-based, Ba/F3 EpoR-JAK2V617F, luminescence | inhibition, % at 5.6 µM | AID 1446, 2008 | ATP luminescence | 1.1% of 220,000 active;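 active = inhibition above the campaign mean plus 3 SD over all tested compounds, cut at about 24% in these data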;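 note: cytokine-independent growth of Ba/F3 cells driven by EpoR plus mutant JAK2; 0% = DMSO-treated cells and 100% = JAK inhibitor I control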
S1P4 agonist – S1P4 receptor agonists, primary screen, cell-based; Sphingosine 1-phosphate receptor 4 (Homo sapiens), O95977; S1P4-expressing cell line, agonist reporter assay; activation, % at 4.98 µM; 0.35% of 220,000 active; in the data active = activation above about 11%;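 note: 0% = DMSO vehicle and 100% = reference agonist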
BaF3 tox – parental Ba/F3 cell viability inhibition, counter-screen for JAK2V617F inhibitor project, murine pro-B, CellTiter-Glo luminescence. CellTiter-Glo ATP luminescence. inhibition, % at 5.6 µM. 1.1% of 220,000 active;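 active = inhibition above a per-campaign cutoff, the mean inhibition of all tested compounds plus 3 SD, cut at about 27% in these data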;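 note: 0% = DMSO wells and 100% = JAK Inhibitor I control wells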
NPY1 pot ag – NPY-Y1 receptor potentiators or agonists, primary screen, cell-based; NPY-Y1 expressing cells, potentiator/agonist activation; activation, % at 3.6 µM; 0.37% of 220,000 active; AID 1304, 2008; in the data active = activation above about 33%, passing the limit was not always enough;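 note: cells stimulated with NPY at EC10 then isoproterenol at EC100; 0% = low agonist plus stimulus and 100% = saturating agonist plus stimulus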
Runt-CBFb FRET – inhibitors of RUNX1 Runt–CBFb binding, primary screen, biochemical, FRET, Cerulean-Runt, Venus-CBFb, uHTS; 0.46% of 220,000 active; AID 1496, 2009; Runt-related transcription factor 1 (Homo sapiens) + Core-binding factor subunit beta …; inhibition, % at 20 µM; Cerulean-Runt/Venus-CBFb FRET ratio 530/480, 1 h;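 active = inhibition over about 50% at 20 µM in the single-dose screen, limit read from the data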;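 note: 0% = DMSO wells and 100% = excess unlabeled CBFb competitor control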
Target sequence (Q01196 whole entry, looked up): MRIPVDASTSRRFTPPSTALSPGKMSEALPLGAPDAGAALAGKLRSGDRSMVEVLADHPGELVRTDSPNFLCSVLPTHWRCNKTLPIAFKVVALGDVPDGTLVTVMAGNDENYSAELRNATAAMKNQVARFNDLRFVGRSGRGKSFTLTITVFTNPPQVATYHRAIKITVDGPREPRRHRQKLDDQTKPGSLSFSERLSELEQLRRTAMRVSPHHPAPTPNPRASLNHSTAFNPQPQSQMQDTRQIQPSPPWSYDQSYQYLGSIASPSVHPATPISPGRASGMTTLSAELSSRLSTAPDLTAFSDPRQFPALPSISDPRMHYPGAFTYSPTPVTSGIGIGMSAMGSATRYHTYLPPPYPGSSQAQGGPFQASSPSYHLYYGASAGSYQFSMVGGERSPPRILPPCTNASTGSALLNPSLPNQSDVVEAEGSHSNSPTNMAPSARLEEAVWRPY
Target sequence (Q13951 whole entry, looked up): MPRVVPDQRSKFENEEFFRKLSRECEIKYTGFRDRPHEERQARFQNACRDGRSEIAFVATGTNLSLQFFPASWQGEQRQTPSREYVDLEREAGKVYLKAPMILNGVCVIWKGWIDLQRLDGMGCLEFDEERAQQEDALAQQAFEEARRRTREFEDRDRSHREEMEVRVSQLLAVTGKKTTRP
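Assay system: Cerulean-tagged RUNX1 Runt domain (FRET donor) fusion protein / Amount: 100 nM each of Venus-CBFb and Cerulean-Runt domain / Medium: Tris buffer pH 7.5 with salts and BSA / Also added: Venus-CBFb 100 nM / Schedule: 1 h complex formation plus 1 h compound treatment, room temperature / Signal: FRET fluorescence / Read-out: loss of energy transfer signal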
NPY-Y1 antag – NPY-Y1 receptor antagonists, primary screen, cell-based; Neuropeptide Y receptor type 1 (Homo sapiens), P25929; HEK293-CNG Y1 cells, membrane potential fluorescence; NPY at EC95, then isoproterenol; inhibition, % at 3.6 µM; 1% of 200,000 active;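 active = inhibition above the campaign mean inhibition of all tested compounds plus 3 SD, cut at about 20% in these data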;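 note: 0% = DMSO wells given NPY plus isoproterenol and 100% = isoproterenol alone without NPY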
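Assay system: HEK293 cells with Y1 receptor plus CNG channel | Probe or stimulus: NPY (25 nM), isoproterenol (1 µM), Ro 20-1724 (25 µM) | Timing: Compound incubation 1 h at room temperature, readout 45 min post-stimulation | Measured by: Membrane-potential fluorescent dye readout | Benchmarks: High control isoproterenol alone, low control NPY with isoproterenol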
* marks the source's active call; other numbers are inactive results; · = no result given.

SMILES | NPY-Y2 PAM-ag | S1P4 antagonist | RBBP9 inhibitor | Ba/F3 V617F tox | S1P4 agonist | BaF3 tox | NPY1 pot ag | Runt-CBFb FRET | NPY-Y1 antag
CCn1c(C(=O)NCCCN2CCc3ccccc3C2)cc2sccc21 | 7 | -9 | -4 | -3 | 0.9 | 3 | -3 | -1 | 9
COc1ccc(N2CCN(C(CNS(=O)(=O)c3ccc4c(c3)OCCO4)c3ccco3)CC2)cc1 (configuration not stated) | -5 | -1 | 4 | 1 | -2.8 | 6 | 0 | 5 | 0
Cc1ccc(NNC(=O)C(=O)N2CCCCC2)cc1 | -9 | -16 | -5 | 1 | 0.1 | 3 | 5 | 0 | 2
CC1(C)SC(=S)N(/N=C/c2ccccc2)C1N(O)C(=O)Nc1ccc([N+](=O)[O-])cc1 (configuration not stated) | -25 | -20 | -5 | -4 | 1.4 | -1 | 14 | 3 | -9
O=C1C2ON(c3ccccc3)C(c3ccncc3)C2C(=O)N1c1ccccc1 (configuration not stated) | 13 | -6 | 5 | 0 | 1.0 | 5 | -3 | -1 | 3
O=C(O)CCc1nnc2n(Cc3ccc(F)cc3)c(=O)c3ccccc3n12 | -7 | -22 | -5 | 0 | 3.2 | 2 | -16 | 2 | -3
C(=N\c1nccs1)/c1cccnc1 | 9 | 6 | -2 | -3 | 0.5 | 6 | 1 | -6 | 2
Cc1cccc(OCCCC(=O)N2CCCc3ccccc32)c1C | -28 | -8 | -9 | 3 | 2.0 | 11 | -26 | -4 | 18
Cc1cccc(NC(=O)C23CCC(C)(C2Br)C3(C)C)c1 (configuration not stated) | -7 | -5 | 4 | -1 | 1.4 | 4 | 15 | -3 | 12
O=C(c1cnn2c(C(F)(F)F)cc(-c3ccco3)nc12)N1CCCCCC1 | -28 | -5 | -2 | 4 | 1.2 | 3 | -19 | -2 | 1
O=C(CSc1ncn[nH]1)Nc1cccc2ccccc12 | 14 | 1 | -4 | -4 | 1.0 | 3 | 14 | 0 | 0
CCCN1C(=O)NC2(O)C(=O)c3ccccc3C12O (configuration not stated) | 11 | -1 | 1 | 1 | -1.4 | 3 | -11 | -2 | 6
CCOC(=O)C1=NN(c2ccc(OC)cc2)C2C(=O)N(c3ccccc3OC)C(=O)C12 (configuration not stated) | 7 | -2 | -7 | -5 | 0.4 | 2 | 25 | -14 | ·
CC(C)Nc1ncnc2c1cnn2-c1ccc(Cl)cc1 | 11 | 4 | -9 | 5 | -1.3 | 7 | 14 | 1 | 3
COc1ccc(CCNc2nc(=S)[nH]c3cc(OC)c(OC)cc23)cc1OC | -10 | -15 | -4 | 2 | 0.0 | 6 | -8 | 1 | 4
CC1=CC2=NC(=O)/C(=C/c3coc4ccc(Cl)cc4c3=O)C(=N)N2O1 | 10 | 2 | 0 | -2 | -2.7 | 3 | 31 | -115 | ·
Cc1nccn1CCN(C)Cc1cn(Cc2ccccc2)nc1-c1ccc2c(c1)OCO2 | -9 | -17 | -2 | 0 | 0.5 | 8 | -14 | -1 | 3
CCO/C([O-])=N/c1sn[n+](C)c1C | 3 | 0 | -4 | -1 | 1.0 | 0 | 3 | 0 | ·
Nc1ccc(-c2nc3ccc(N)cc3[nH]2)cc1 | -2 | 0 | 8 | -5 | 0.6 | 2 | 3 | 0 | 4
O=C(COC(=O)/C=C/c1ccco1)NCc1ccccc1 | -15 | 4 | 5 | -1 | -1.6 | 3 | -20 | 1 | 0

Record cards, as listed above. Order of values: NPY-Y2 PAM-ag, S1P4 antagonist, RBBP9 inhibitor, Ba/F3 V617F tox, S1P4 agonist, BaF3 tox, NPY1 pot ag, Runt-CBFb FRET, NPY-Y1 antag
O=C(O)CCc1nnc2n(Cc3ccc(F)cc3)c(=O)c3ccccc3n12 as listed: -7, -22, -5, 0, 3.2, 2, -16, 2, -3
CCOC(=O)C1=NN(c2ccc(OC)cc2)C2C(=O)N(c3ccccc3OC)C(=O)C12 (configuration not stated) as listed: 7, -2, -7, -5, 0.4, 2, 25, -14, ·
CC1=CC2=NC(=O)/C(=C/c3coc4ccc(Cl)cc4c3=O)C(=N)N2O1 as listed: 10, 2, 0, -2, -2.7, 3, 31, -115, ·
CC1(C)SC(=S)N(/N=C/c2ccccc2)C1N(O)C(=O)Nc1ccc([N+](=O)[O-])cc1 (configuration not stated) as listed: -25, -20, -5, -4, 1.4, -1, 14, 3, -9

Carrying on.
SMILES | NPY-Y2 PAM-ag | S1P4 antagonist | RBBP9 inhibitor | Ba/F3 V617F tox | S1P4 agonist | BaF3 tox | NPY1 pot ag | Runt-CBFb FRET | NPY-Y1 antag
CCOc1ccccc1NC(=O)CSc1ncnc2c1oc1ccccc12 | 0 | -11 | -4 | -2 | 1.1 | 1 | 0 | 12 | 0
CC(NC(=O)C1c2ccccc2Oc2ccccc21)C1CCCO1 (configuration not stated) | 4 | 0 | -10 | 2 | 0.6 | 7 | -2 | 0 | 1
CCN1CCN(C(=O)c2ccc(OC)c(S(=O)(=O)Nc3ccc(C)cc3)c2)CC1 | -4 | -3 | 3 | -4 | -1.1 | 2 | -1 | 1 | -2
CCC(C)(C)N=C(NC#N)Nc1cccnc1 | 0 | 4 | 0 | -5 | 0.5 | 3 | 13 | -1 | 0
COc1cc2c(cc1OC)C(=O)N(C)CC2 | -13 | -14 | 3 | 1 | -0.5 | -11 | -7 | 1 | 0
CCOc1cc(/C=N\NC(=O)CC(=O)NCCc2ccccc2)ccc1O | 1 | -10 | 0 | 0 | 0.1 | 3 | -8 | 2 | 2
Cc1ccnc(N2CCCC(C(=O)NCc3cccs3)C2)n1 (configuration not stated) | 12 | -11 | 1 | -3 | 0.0 | 2 | -6 | 0 | 1
CCOc1cc(/C=C2/NC(=O)N(CC(=O)Nc3cccc(C)c3)C2=O)ccc1OC | -12 | -11 | 2 | 7 | 0.3 | 7 | -6 | -2 | 0
CC1CC(C)CN(S(=O)(=O)c2ccc(C(=O)N3CCN(c4ccccc4)CC3)cc2)C1 (configuration not stated) | 4 | -2 | -5 | 1 | 2.1 | 2 | 21 | -2 | -2
O=C(O)Cc1ccc(NC(=O)c2ccc(NC(=O)c3ccco3)cc2)cc1 | -5 | -25 | -10 | -5 | 0.1 | 2 | 7 | 3 | 1
O=C(COC(=O)Cc1ccc(Cl)cc1Cl)Nc1ccccc1OC(F)F | -3 | -18 | -6 | 4 | -0.2 | 3 | -7 | -4 | 4
CCNC(=O)NC(=O)C(C)Sc1nc2cc(C(=O)OC)ccc2c(=O)n1-c1ccccc1 (configuration not stated) | -6 | -9 | -2 | -5 | -0.6 | -1 | 11 | -2 | -3
CCCCNS(=O)(=O)c1ccc(OC)c2ncccc12 | 7 | -7 | 1 | 0 | 0.1 | 0 | 8 | -1 | -4
O=C(CCS(=O)(=O)c1cccc2nonc12)NCCc1ccccc1 | 5 | -11 | -2 | 2 | -0.7 | 9 | 3 | -1 | -2
COc1nc(Nc2cccc([N+](=O)[O-])c2)nc(OC)n1 | 18 | 0 | -2 | -3 | 0.1 | 4 | 12 | 3 | -2
COc1cc(C(=O)Nc2ccccc2N2CCN(S(C)(=O)=O)CC2)cc(OC)c1OC | 2 | 0 | -4 | 0 | -1.3 | -1 | -22 | 3 | 12
COC(=O)c1ccc(NC(=O)C2C3C=CC(O3)C2C(=O)O)cc1 (configuration not stated) | -10 | -22 | -5 | -3 | 1.2 | -1 | 10 | 4 | 3
Clc1ccc(CCNc2nc3ccccc3n3nnnc23)cc1 | 2 | -4 | -9 | -4 | 0.1 | 8 | -4 | 0 | -2
CCCNC(=O)COC(=O)c1ccc(-c2ccccc2)cc1 | 0 | -21 | 2 | -1 | 1.1 | 4 | -12 | -5 | 6
COCC(=O)NC1CCCCCC1 | -28 | 1 | 5 | 2 | 1.1 | -2 | 10 | 3 | ·
COc1cccc(OC)c1NC(=O)NC(=O)c1c(OC)c(Br)cc([N+](=O)[O-])c1OC | 1 | 13 | -6 | 1 | -0.9 | 0 | 5 | -1 | ·
CC(C)Nc1nc(-c2ccncc2)nc(-c2ccc(Cl)cc2)c1C#N | -3 | -2 | -5 | 5 | 0.1 | 9 | -3 | -1 | 9
Cc1cc(C)c(NC(=O)C2CCCN2C)c(C)c1 (configuration not stated) | -9 | 7 | -2 | 1 | 0.2 | 2 | -9 | 0 | 4
O=C(c1cc(Cl)ccc1Cl)N1CCN(c2ccccn2)CC1 | 11 | -10 | -3 | -2 | -2.1 | 4 | -1 | 2 | 1
COc1ccc(Cc2nc(C(=O)NCc3ccccc3OC)cs2)cc1 | -5 | -14 | 3 | -1 | 1.1 | 4 | -6 | · | 5
CCC(Sc1nc2c(c(=O)[nH]1)CCC2)C(=O)Nc1cccc(OC)c1 (configuration not stated) | -3 | -5 | 3 | 1 | 0.0 | 3 | 2 | 2 | 0
CCCNc1ncnc2sc(C)c(C)c12 | -13 | -2 | -7 | 6 | 0.8 | 9 | -26 | 0 | 0
Cc1ccc(Nc2nc(Cl)nc(N(C)C#N)n2)cc1 | -5 | 19 | -9 | 2 | -0.5 | 1 | -4 | 0 | 4
C=CCN(CC=C)C(=S)NC(=O)c1ccc([N+](=O)[O-])cc1 | -10 | -6 | -2 | 7 | -2.7 | 13 | -19 | 3 | 3
COc1cccc(CNC(=O)c2ccc(CS(=O)(=O)Cc3ccc(C)cc3)o2)c1 | -8 | 9 | -5 | 2 | 0.0 | 4 | 3 | -1 | -3
CC(NC(=O)Nc1ccccc1)C(c1cccs1)N1CCOCC1 (configuration not stated) | -4 | -9 | -6 | 4 | -2.3 | -1 | 5 | · | -1
Cc1ccc(COc2ccsc2-c2n[nH]c(=S)n2C)cc1 | -7 | -26 | -11 | 2 | -2.2 | 8 | 5 | 2 | 1
O=C(NCCc1c[nH]c2ccccc12)/C(=C/c1cccnc1)NC(=O)c1cccs1 | -7 | -4 | -4 | -1 | 1.7 | 1 | -5 | -1 | 5
O=C1Nc2cc(Cl)c(Cl)cc2N(O)N1c1ccccc1Cl | -9 | -11 | -4 | 2 | 1.3 | 9 | -14 | 2 | 2
O=C(O)c1ccccc1OCCOCCOc1ccccc1C(=O)O | 10 | -6 | -7 | -3 | 0.8 | 4 | 3 | 2 | -1
CCN(CC)S(=O)(=O)c1ccc2oc(SCC3CN=C(c4ccc(OC)cc4)S3)nc2c1 (configuration not stated) | -15 | -5 | -5 | -1 | -0.9 | 0 | 24 | -2 | -4
